Tau fluor counter – counter-screen for tau fibril formation inhibitors. tau K18 P301L (four-repeat tau fragment) Alexa594 fluorescence, heparin fibrillization. Potency, µM (titrated, usually from 57.7 µM), for the others: at the highest dose activity change, negative = decrease. hit rate 0.93% among 280,000. AID 1463; note: potency is the fitted concentration of half-maximal effect; % is set by controls: 0 for no effect and ±100 for the full control effect; nearly all actives have a fitted effect of over 55% in size
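Human K18 P301L tau (15 uM unlabeled plus 0.24 uM Alexa 594-labeled, final) in 100 mM sodium acetate pH 7 was mixed with compound and 20 uM heparin and incubated 6 hr at 37 C.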
TexasRed fluor – counter-screen for TRb-SRC2 inhibitors: fluorescence interference; AID 1479; hit rate 0.29% among 280,000; Potency, µM (series often up to 106 µM), inactives show at the top dose fluorescence change, negative = quenching; TRb/SRC2 Texas Red total fluorescence interference; active = well fitted curve in either direction with a large enough effect; inconclusive = small, poorly fitted or top-dose-only effect; note: potency is the fitted concentration of half-maximal effect; % is set by controls: 0 for no effect and ±100 for the full control effect
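Flags fluorescent or light-absorbing compounds by total fluorescence, S + 2P, at 555 nm excitation and 632 nm emission. Mixture: 20 nM Texas Red SRC2 peptide, 0.6 uM human TRb LBD, 1 uM T3, 5% DMSO; compound exposure 5 h at ambient temperature.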
NPSR antag – antagonists of human neuropeptide S receptor cAMP signaling. Q6W5P4. CHO-NPSR cells, cAMP TR-FRET, antagonist mode. Potency, µM (doses to about 38.3 µM), inactives show at the top dose activity change, negative = inhibition, actives largely listed as inhibitors. hit rate 1% among 220,000. AID 1461; note: potency is the fitted concentration of half-maximal effect; % is set by controls: 0 for no effect and ±100 for the full control effect; nearly all actives have a fitted effect of over 50% in size; many of its hits are not listed in these tables
Target sequence (Q6W5P4 whole entry, looked up): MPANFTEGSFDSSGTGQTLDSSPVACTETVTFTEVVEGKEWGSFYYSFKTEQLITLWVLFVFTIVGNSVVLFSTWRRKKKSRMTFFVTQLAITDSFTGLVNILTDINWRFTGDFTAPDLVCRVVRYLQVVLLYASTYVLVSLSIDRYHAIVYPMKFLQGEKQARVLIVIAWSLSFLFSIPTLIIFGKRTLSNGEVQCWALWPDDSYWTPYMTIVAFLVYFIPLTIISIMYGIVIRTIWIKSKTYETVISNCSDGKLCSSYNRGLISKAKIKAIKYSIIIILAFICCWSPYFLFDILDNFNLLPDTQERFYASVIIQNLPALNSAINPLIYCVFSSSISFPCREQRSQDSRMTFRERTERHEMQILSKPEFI
TRb-SRC2 inh – disrupts binding of human TR beta to SRC2; P10828; TRbeta-SRC2 peptide binding, fluorescence polarization; receptor liganded with 1 µM T3; Potency, µM (series often up to 106 µM), for the others: at the top dose activity change, negative = inhibition, most hits filed as inhibitors; hit rate 0.065% among 280,000; AID 1469;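 note: potency is the fitted concentration of half-maximal effect; plate controls were bound peptide for no effect and peptide without receptor for full effect; nearly all actives have a fitted effect of over 50% in size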
Target sequence (P10828 whole entry, looked up): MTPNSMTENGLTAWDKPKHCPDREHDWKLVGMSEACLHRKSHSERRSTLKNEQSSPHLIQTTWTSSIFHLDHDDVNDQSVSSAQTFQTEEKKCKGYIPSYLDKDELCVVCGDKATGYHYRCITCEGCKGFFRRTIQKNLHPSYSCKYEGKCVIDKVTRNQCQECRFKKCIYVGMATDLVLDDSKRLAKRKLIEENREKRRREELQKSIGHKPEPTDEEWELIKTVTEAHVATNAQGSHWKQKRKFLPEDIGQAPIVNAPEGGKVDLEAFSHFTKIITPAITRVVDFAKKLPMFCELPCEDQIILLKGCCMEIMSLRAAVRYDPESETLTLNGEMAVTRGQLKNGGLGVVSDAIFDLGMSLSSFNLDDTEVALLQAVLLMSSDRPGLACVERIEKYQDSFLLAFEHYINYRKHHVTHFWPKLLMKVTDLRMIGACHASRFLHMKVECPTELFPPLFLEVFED
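Human TRb ligand-binding domain (0.6 uM) is mixed with 20 nM Texas Red SRC2 peptide and 1 uM T3; after compound addition and 5 hr at ambient temperature, polarization is measured and normalized to unbound and bound controls.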
Epigenetic reg – derepresses silenced GFP reporter in murine cells; murine LDR cells, GFP reporter derepression, 30 h; Potency, µM (titrated, usually from 53.9 µM), for inactives: at the top dose GFP activation, hits mostly activators; hit rate 0.2% among 280,000; AID 1865; note: potency is the fitted concentration of half-maximal effect; % of control where 0% means no effect; nearly all actives have a fitted effect of over 60% in size
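Murine LDR cells carrying a silenced, genomically integrated CMV-driven GFP reporter were exposed to compound for 30 hours at 37 C. After PBS washes, GFP-positive cells (20–120 um objects) were counted by laser-scanning microplate cytometry.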
Tau fibril FP – blocks human tau fibril formation measured by polarization; K18 P301L tau heparin fibrillization, Alexa594 FP, 6 h; AID 1468; Potency, µM (top dose mostly 57.7 µM), for inactives: at the highest dose activity, negative = inhibition, hits mostly inhibitors; P10636; hit rate 0.39% among 280,000; note: potency is the fitted concentration of half-maximal effect; % is set by controls: 0 for no effect and ±100 for the full control effect; nearly all actives have a fitted effect of over 55% in size
Target sequence (P10636 561-689 P618L limits assumed): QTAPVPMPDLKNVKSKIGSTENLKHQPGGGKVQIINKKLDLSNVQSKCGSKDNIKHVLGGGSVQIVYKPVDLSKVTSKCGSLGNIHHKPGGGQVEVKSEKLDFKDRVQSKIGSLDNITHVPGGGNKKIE
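Recombinant K18 P301L […], labeled with Alexa 594 at 0.24 uM over 15 uM unlabeled; heparin inducer 20 uM final; 37 C, 6 hr; FP endpoint.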
GLA spleen mod – alpha-galactosidase A (human) modulation | human spleen homogenate, 4MU-alpha-Gal fluorescence, 40 min | Potency, µM (titrated, usually from 80 µM), inactives show top-dose activity change, negative = inhibition, usual class: inhibitors | hit rate 0.008% among 240,000 | AID 2107;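 note: potency is the fitted concentration of half-maximal effect; 0% = enzyme with vehicle and -100% = no enzyme basal signal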
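Human spleen homogenate (1 ug) as enzyme source, 4-methylumbelliferyl-alpha-D-galactopyranoside 1 mM final, citrate/phosphate pH 5.0 with 0.01% Tween-20. Compounds 40 min at 37C, NaOH/glycine stop; fluorescence Ex 365/Em 440, Hill-fit AC50.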
CBFb RUNX1 block – blocks binding between human CBF-beta and RUNX1 | Q01196+Q13951 | AlphaScreen CBFb-His/RUNX1-biotin binding, biochemical | Potency, µM (series often up to 59.8 µM), without a hit: at the highest dose activity, negative = inhibition, actives largely listed as inhibitors | 230,000 tested, under 10 active | AID 1477; note: % of control where 0% means no effect
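Read-out: AlphaScreen. Format: His-CBF-beta with biotinylated RUNX1 (30 nM each) preincubated 20 min, compound 15 min, Ni-chelate plus streptavidin beads 90 min; room temperature throughout.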
Numbers without * were called inactive; u = inconclusive; x = no result given; [ ] = dose if it differs, or a comment. Unless noted, calls come from the whole dose curve; as a rule, active = well fitted curve in the direction sought with a large enough effect; inconclusive = small, poorly fitted or top-dose-only effect, or another doubt; inactive = no such curve, though single readings can be large; an effect the other way counts as inactive or inconclusive. Not all compounds are listed. The share of hits here may be higher or lower than overall.

SMILES	Tau fluor counter	TexasRed fluor	NPSR antag	TRb-SRC2 inh	Epigenetic reg	Tau fibril FP	GLA spleen mod	CBFb RUNX1 block
CSc1cnn(-c2ccccc2)c(=O)c1SC	1.9%	0.6%	u	9.0%	7.5%	-5.9%	0.4%	6.2%
Cc1cc(NC(=O)c2ccc(Cl)cc2Cl)n(CCC#N)n1	-6.7%	3.1%	2.2%	0.7%	0.0%	3.6%	2.4%	5.4%
COc1ccc(OC)c(Nc2ncnc3c2cnn3-c2ccccc2)c1	-27.2%	-0.6%	-22.4%[46.1 µM]	-5.5%	-0.8%	13.8%	-4.1%	8.2%
CCCNC(=O)c1ccccc1NC(=O)CN(c1ccccc1OCC)S(C)(=O)=O	-1.9%	-1.0%	-12.5%[46.1 µM]	-4.4%	0.0%	-5.8%	2.2%	7.6%
CCOC(=O)C1=C(N)n2c(s/c(=C/c3ccco3)c2=O)=C(C(=O)OC)C1c1ccco1 (stereo not given)	-25.9%	-28.8%	-11.6%[46.1 µM]	14.6%	-1.0%	-18.3%	16.4%	x
COc1ccc(-c2ccc(NCCC3=CCCCC3)nn2)cc1OC	-5.7%	-1.2%	-19.4%[46.1 µM]	-20.9%	1.3%	5.3%	1.3%	-0.8%
COc1c(C)cccc1C(=O)Nc1ccc(CN2CCOCC2)cc1	-6.7%	2.5%	-19.7%[46.1 µM]	-6.6%	-5.0%	9.2%	-0.7%	10.4%
COC(=O)c1ccccc1N/C=C/C(=O)c1ccc(Br)cc1	-18.3%	-2.1%	-4.3%	-6.3%	-1.1%	u	-5.7%	u
Cc1[nH]c2ccccc2c1C(C[N+](=O)[O-])c1cccc(O)c1 (stereo not given)	-26.2%	-2.0%	-7.6%	0.2%	-4.2%	3.3%	-3.5%	-11.8%
c1ccc(CN2C3=NCCN3c3ccccc32)cc1	4.0%	-2.6%	18.9%	-2.1%	-3.5%	4.7%	1.2%	u
COc1ccc(S(=O)(=O)NCCCCCC(=O)O)cc1C(=O)O	0.6%	1.7%	14.4%	-5.4%	-3.2%	0.5%	-2.7%	4.5%
CN(C)c1cccc(C(=O)N2CCC(c3c[nH]c4ccccc34)(c3c[nH]c4ccccc34)CC2)c1	u	-0.9%	x	0.7%	-4.1%	7.7%	x	x
Cc1ccccc1CSCCNC(=S)Nc1ccccc1	-21.7%	-0.5%	-23.1%	-6.2%	-0.6%	-4.0%	5.7%	1.2%
COc1cc(C(=O)NCC(c2cccs2)S(=O)(=O)c2ccc(F)cc2)cc(OC)c1OC (stereo not given)	-23.1%	0.0%	x	-1.7%	1.8%	-12.9%	x	x
COc1ccc(/C=C/c2noc(-c3ccccc3O)n2)cc1OC	-16.6%	u	x	-11.5%	1.9%	u	x	x

An excerpt of these results, with bars between the fields.
Molecule | Tau fluor counter | TexasRed fluor | NPSR antag | TRb-SRC2 inh | Epigenetic reg | Tau fibril FP | GLA spleen mod | CBFb RUNX1 block
c1ccc(CN2C3=NCCN3c3ccccc32)cc1 | 4.0% | -2.6% | 18.9% | -2.1% | -3.5% | 4.7% | 1.2% | u
COc1ccc(S(=O)(=O)NCCCCCC(=O)O)cc1C(=O)O | 0.6% | 1.7% | 14.4% | -5.4% | -3.2% | 0.5% | -2.7% | 4.5%
CN(C)c1cccc(C(=O)N2CCC(c3c[nH]c4ccccc34)(c3c[nH]c4ccccc34)CC2)c1 | u | -0.9% | x | 0.7% | -4.1% | 7.7% | x | x
Cc1ccccc1CSCCNC(=S)Nc1ccccc1 | -21.7% | -0.5% | -23.1% | -6.2% | -0.6% | -4.0% | 5.7% | 1.2%

Continuation:
SMILES	Tau fluor counter	TexasRed fluor	NPSR antag	TRb-SRC2 inh	Epigenetic reg	Tau fibril FP	GLA spleen mod	CBFb RUNX1 block
CCOC(=O)CC1C(=O)NCCN1S(=O)(=O)c1ccc(Cl)cc1 (stereo not given)	-2.2%	-3.0%	-1.7%[46.1 µM]	-5.9%	4.2%	-1.3%	-7.2%	0.9%
CC1CCN(C(=O)CNC(=O)Cn2ccc3ccccc3c2=O)CC1	0.9%	-1.3%	4.5%[46.1 µM]	1.4%	1.7%	-4.2%	4.5%	0.8%
O=C(Nc1ccccc1-c1ccccc1)c1ccc(Cl)c([N+](=O)[O-])c1	u	1.7%	-32.3%	-6.7%	-1.5%	-2.4%	1.0%	-10.6%
Oc1ccc(N=Nc2nc(-c3ccccc3)c(-c3ccccc3)[nH]2)cc1	11.2µM*[quencher]	-4.5%	u	11.3%	1.0%	u	0.7%	-30.0%
Cc1ccccc1N(CC(=O)NCc1ccc2c(c1)OCO2)C(=O)CCC(=O)Nc1ccccn1	-2.4%	2.3%	-7.2%[46.1 µM]	-1.1%	3.0%	3.8%	-4.4%	-0.4%
CCOCCCNC(=S)NCCNc1nc2c(C)cccc2cc1C#N	-8.0%	-0.8%	-9.0%[46.1 µM]	5.0%	1.8%	-1.5%	8.0%	7.5%
CC(=O)CCc1ccc(Oc2nc(-c3cccnc3)nc3ccccc23)cc1	-13.6%	-3.4%	-27.0%	-3.7%	1.2%	-13.1%	-8.4%	-5.5%
CCOC(=O)Cc1csc(NC(=O)NC2(C(F)(F)F)Oc3cc(Cl)c(Cl)cc3O2)n1	-17.5%	-3.4%	3.9%[46.1 µM]	-5.3%	2.8%	0.6%	-1.8%	-2.0%
Cc1ccc(-n2c(-c3nn(C)c(C)c3Cl)n[nH]c2=S)cc1	0.6%	-5.2%	14.9%[46.1 µM]	-5.6%	0.0%	3.2%	-18.6%	0.1%
Cc1ccc(C2CCN(C(=O)c3cnn(-c4ccc(C)c(C)c4)c3C3CCN(C(=O)OC(C)(C)C)CC3)C2)cc1 (stereo not given)	-3.0%	-0.1%	x	0.2%	0.0%	3.0%	x	x
O=C(CSCc1ccccc1)Nc1ccc(F)c(F)c1	-23.9%	-0.1%	-8.7%	-13.5%	-1.0%	2.3%	-1.5%	-0.8%
Cc1ccccc1OCCC(=O)OCC(=O)Nc1cc(S(=O)(=O)N2CCOCC2)ccc1Cl	-11.7%	2.2%	2.0%	3.9%	-0.3%	2.1%	2.2%	15.9%
CCCn1c(=O)c2sccc2n2c(CCCC(=O)NCCc3ccc(Cl)cc3)nnc12	-7.1%	-0.8%	x	-4.7%	-2.6%	3.5%	x	x
COc1ccc(NC(=O)c2noc3c2CCCCC3)cc1	-15.9%	-2.1%	-9.0%	-1.7%	0.0%	-6.1%	0.5%	5.3%
CC(=O)c1cccc(NC(=O)c2ccc(N(Cc3ccccc3)S(C)(=O)=O)cc2)c1	-29.2%	0.4%	-1.1%[46.1 µM]	2.9%	1.4%	-2.8%	5.3%	0.0%

Entries of single compounds, looked up by structure. Order of values: Tau fluor counter | TexasRed fluor | NPSR antag | TRb-SRC2 inh | Epigenetic reg | Tau fibril FP | GLA spleen mod | CBFb RUNX1 block
`Cc1ccccc1OCCC(=O)OCC(=O)Nc1cc(S(=O)(=O)N2CCOCC2)ccc1Cl` in the list: -11.7% | 2.2% | 2.0% | 3.9% | -0.3% | 2.1% | 2.2% | 15.9%
`CC1CCN(C(=O)CNC(=O)Cn2ccc3ccccc3c2=O)CC1` in the list: 0.9% | -1.3% | 4.5%[46.1 µM] | 1.4% | 1.7% | -4.2% | 4.5% | 0.8%
`CC(=O)c1cccc(NC(=O)c2ccc(N(Cc3ccccc3)S(C)(=O)=O)cc2)c1` in the list: -29.2% | 0.4% | -1.1%[46.1 µM] | 2.9% | 1.4% | -2.8% | 5.3% | 0.0%

(listing goes on)
SMILES	Tau fluor counter	TexasRed fluor	NPSR antag	TRb-SRC2 inh	Epigenetic reg	Tau fibril FP	GLA spleen mod	CBFb RUNX1 block
CCCc1c(C)c2cccc(C)c2[nH]c1=O	-3.8%	1.0%	11.5%[7.67 µM]	10.4%	-0.3%	6.9%	3.9%	2.2%
CCC(C(=O)OC)n1cnc2c(cnn2-c2ccc(Cl)cc2)c1=O (stereo not given)	-7.9%	-2.3%	-8.0%[46.1 µM]	2.1%	-1.1%	-7.7%	-18.4%	3.6%
O=C(NCC(c1cccnc1)N1CCc2ccccc2C1)C(=O)Nc1cccc(Cl)c1 (stereo not given)	-11.5%	-1.5%	x	-1.7%	0.0%	-4.3%	x	x
N/C(=N\OC(=O)COc1cc(Cl)c(Cl)cc1Cl)c1ccccn1	-17.9%	-4.5%	-6.4%	-2.3%	-0.6%	-6.3%	3.5%	19.4%
CCN(CC)CCCN1C(=O)C(=O)/C(=C(/O)c2ccccc2)C1c1cc(OC)ccc1OC (stereo not given)	-2.3%	-0.8%	3.9%[46.1 µM]	6.9%	-10.7%	-4.3%	6.3%	2.0%
COc1ccc(-c2noc(CCC(=O)NCCCN3CCC(Cc4ccccc4)CC3)n2)cc1	-5.0%	-0.8%	7.6%[46.1 µM]	-10.7%	0.0%	3.0%	2.8%	1.0%
c1ccc(-c2ccccc2OCc2nnc3n2CCC3)cc1	5.7%	-0.5%	-7.9%	-5.3%	2.7%	4.5%	-1.8%	16.8%
CCOC(=O)C1=NN(C(=O)Nc2cccc(C(F)(F)F)c2)C2C(=O)N(c3cccc(C(F)(F)F)c3)C(=O)C12 (stereo not given)	-15.8%	-1.4%	2.4%[46.1 µM]	-7.4%	0.0%	-6.3%	-1.4%	6.0%
CCOC(=O)c1c(C)[nH]c(N=Nc2ccccc2)c1C	u	-1.6%	-29.6%[46.1 µM]	8.5%	-3.0%	u	-6.1%	u
Cc1ccc(Oc2nc3ccccn3c(=O)c2/C=C(\C#N)C(=O)Nc2c(C)n(C)n(-c3ccccc3)c2=O)c(C)c1	0.3%	-6.5%	-5.0%	1.3%	-1.1%	6.2%	1.3%	0.8%
O=C(CN1CCCCC1)Nc1ccc(F)c(Cl)c1	-0.2%	2.5%	1.1%[46.1 µM]	8.2%	-5.6%	-11.6%	0.3%	0.6%
Nc1ccc(C(=O)OCc2nc3ccccc3[nH]2)cc1	-8.9%	-3.9%	1.7%[46.1 µM]	0.8%	0.0%	-6.0%	-1.9%	-6.8%
CCc1cc2cc(C)c(C)cc2nc1SCC(=O)NNC(=O)c1ccco1	-5.9%	-0.5%	-7.4%[46.1 µM]	-6.6%	-1.9%	-4.4%	-11.6%	-1.6%

Assay outcomes from PubChem.
